Bcl-xL primary: Bcl-xL (human) inhibition; Q07817; GST-Bcl-xL / FITC-Bim BH3 peptide fluorescence polarization; inhibition, % at 10.9 µM; actives 0.7% (n = 320,000); AID 2129;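 active = inhibition above the mean of all tested compounds plus 3 SD, cutoff set per campaign, cut at about 30% in these data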;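 note: 0% = DMSO wells and 100% = unlabeled Bim-BH3 peptide competitor; inhibitors lower millipolarization by displacing the labeled peptide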
Target sequence (Q07817 whole entry, looked up): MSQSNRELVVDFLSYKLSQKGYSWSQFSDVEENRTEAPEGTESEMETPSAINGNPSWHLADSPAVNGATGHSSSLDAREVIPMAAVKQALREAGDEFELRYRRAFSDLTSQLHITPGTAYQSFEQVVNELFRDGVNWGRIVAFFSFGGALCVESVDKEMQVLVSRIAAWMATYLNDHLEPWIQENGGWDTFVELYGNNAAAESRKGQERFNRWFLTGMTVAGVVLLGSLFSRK
CR mimetic SO: lowers age-related superoxide in aged yeast cells | S. cerevisiae aged cells, superoxide DHE fluorescence; stronger effect = lower value | superoxide response (% of plate mean), % at 10 µM | actives 0.18% (n = 330,000);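 active = superoxide response under a set limit, about three screen SD below normal, cut at about 65% in these data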;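 note: yeast aged for seven days with compound at 30 °C before DHE staining; 100% = average MFI of all compound-treated wells on the plate with controls excluded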
AGP1-GFP MLPCN: yeast TOR pathway AGP1-GFP modulation; S. cerevisiae AGP1-GFP multiplex flow cytometry, 3 h; GFP as percent of DMSO wells; GFP response vs DMSO, % at 10 µM; actives 0.02% (n = 320,000); AID 2066;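 active = GFP response relative to DMSO above a set limit, near screen average plus 3 SD, cut at about 150% in these data; inconclusive = fewer than 70 cells counted for the yeast strain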;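 note: median GFP channel fluorescence of the gated AGP1 strain per well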
VLA-4 inh: inhibition in a human VLA-4 binding assay | VLA-4 expressing cells, ligand binding flow cytometry | inhibition, % (about 7 µM as worked out from the volumes in the protocol) | actives 0.2% (n = 330,000); in the data active = inhibition above about 50%
CIT2 TOR yeast: modulators of TOR pathway CIT2-GFP in S. cerevisiae | S. cerevisiae CIT2-GFP strain, flow cytometry, 3 h; 100 means same as DMSO wells | GFP response vs DMSO, % at 10 µM | actives 0.065% (n = 320,000) | AID 2029;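 active = GFP response relative to DMSO above a set limit, near the screen mean plus 3 SD, cut at about 150% in these data; inconclusive = Fewer than 70 cells measured for a yeast strain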;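 note: ratio of well median GFP fluorescence to mean of DMSO wells on the plate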
MEX-5 binding: C. elegans MEX-5 TCR-2 RNA binding activity; actives 0.38% (n = 300,000); MEX-5/FITC-TCR2 RNA binding, fluorescence polarization; stronger effect = lower value; activity score (negative = inhibition of binding), % at 10 µM; Q9XUB2;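 active = inhibition past about -25% in most replicates, and total fluorescence under double the plate's negative control median, limit read from the data; inconclusive = replicates evenly split on the limit, or fluorescence at least double controls; inactive = too little inhibition in most replicates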;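 note: 0% = DMSO and -100% = 5 µM competing unlabeled TCR2 RNA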
GRK2 aptamer HTS: inhibitors of human GRK2 displacing RNA aptamer. actives 0.59% (n = 330,000). inhibition of aptamer binding, % at 10 µM. P25098. bead flow cytometry, FAM-aptamer displacement from GRK2. AID 488847;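 active = inhibition of aptamer binding above 40%, roughly 3 SD of noise, on plates passing a quality check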;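 note: median bead fluorescence of bound FAM aptamer so fluorescent compounds give negative values; no value below 0 was filed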
Target sequence (P25098 whole entry, looked up): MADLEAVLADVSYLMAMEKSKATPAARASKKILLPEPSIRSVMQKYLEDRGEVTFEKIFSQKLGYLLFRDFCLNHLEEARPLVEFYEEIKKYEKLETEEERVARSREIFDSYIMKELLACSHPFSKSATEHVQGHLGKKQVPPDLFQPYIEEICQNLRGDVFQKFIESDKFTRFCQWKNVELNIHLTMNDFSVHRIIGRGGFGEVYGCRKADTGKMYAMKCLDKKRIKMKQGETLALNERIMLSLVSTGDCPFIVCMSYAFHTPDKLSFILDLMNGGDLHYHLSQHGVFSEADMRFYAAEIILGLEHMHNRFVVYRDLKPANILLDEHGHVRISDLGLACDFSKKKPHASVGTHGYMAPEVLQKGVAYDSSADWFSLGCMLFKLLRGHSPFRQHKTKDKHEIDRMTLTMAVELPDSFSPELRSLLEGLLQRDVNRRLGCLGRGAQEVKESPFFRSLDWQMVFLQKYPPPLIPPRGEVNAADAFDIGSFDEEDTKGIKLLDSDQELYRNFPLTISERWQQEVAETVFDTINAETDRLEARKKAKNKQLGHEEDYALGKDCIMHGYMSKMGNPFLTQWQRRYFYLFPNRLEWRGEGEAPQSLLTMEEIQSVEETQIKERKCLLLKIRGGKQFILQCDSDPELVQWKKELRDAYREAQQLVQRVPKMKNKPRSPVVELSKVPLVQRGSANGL
GLD-1 RNA inh: GLD-1-TGE RNA interaction inhibition (C. elegans); actives 0.44% (n = 320,000); Q17339; purified GLD-1 + fluorescein TGE RNA, fluorescence polarization; inhibition, % at 5.96 µM; AID 2280;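 active = percent inhibition above a per-plate cutoff, the plate mean of test compounds plus 3 SD, cut at about 30% in these data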;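 note: 0% = DMSO wells with GLD-1 and probe and 100% = wells lacking GLD-1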
MCL1-BIM inh: disrupts human MCL1 binding to BIM-BH3 peptide; Q07820; GST-MCL1 / FITC-Bim-BH3 fluorescence polarization; inhibition, % at 10.9 µM; actives 0.68% (n = 320,000); AID 2057;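 active = inhibition above the mean inhibition of all tested compounds plus 3 SD, set per campaign, cut at about 40% in these data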;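 note: 0% = DMSO wells and 100% = unlabeled Bim-BH3 peptide control; higher means more loss of mP so more displacement of Bim peptide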
Active calls of the source: *; i = inactive; u = inconclusive; x = not tested or not shown; [ ] = dose if it differs, or a comment.

SMILES	Bcl-xL primary	CR mimetic SO	AGP1-GFP MLPCN	VLA-4 inh	CIT2 TOR yeast	MEX-5 binding	GRK2 aptamer HTS	GLD-1 RNA inh	MCL1-BIM inh
Cc1ccccc1S(=O)(=O)N1[C@@H](c2ccc(Br)cc2)C(C(=O)O)=CC[C@H]1c1ccc(Cl)cc1	x	96	98	-23	98	x	0	0	x
O=C(NCc1ccccn1)c1nc(-c2ccc(C(F)(F)F)cc2)no1	-4	87	95	5	104	-1.4	4	9	2
CCn1nc(C(=O)NNS(=O)(=O)c2cc(/C=C/C(=O)O)cc(OC)c2OC)c2ccccc2c1=O	x	93	94	0	87	x	7	5	x
CCc1ccc(NC(=O)Cn2nnc(-c3ccc(C)cc3-n3cnnn3)n2)cc1	1	107	103	-2	114	2.9	2	3	5
CCN1CCN(C(=O)CN(C)S(=O)(=O)c2ccc(OC)cc2)CC1	3	92	104	-9	115	1.3	0	-1	1
Nc1c(N2CCCCC2)c(=O)[nH]c(=O)n1-c1ccccc1	2	105	89	-3	102	-2.0	0	-6	6
CCC(=O)Nc1cccc(NC(=O)c2ccc3c(c2)OCO3)c1	0	113	103	-6	97	0.1	3	23	1
CC(C)(C)c1ccc(C(CC(=O)O)NS(=O)(=O)Cc2ccccc2)cc1 (centres undefined)	-2	97	91	7	101	-0.2	9	4	-5
COc1ccc(CNC(=O)CSc2nc3ccc(C)cc3[nH]2)cc1	-1	107	104	6	107	-0.5	1	-6	-3
COc1ccc(C)cc1Nc1nc(-c2c(C)[nH]c3ccccc23)cs1	4	107	97	4	92	1.1	0	-10	1
O=C(NCCN=C1NS(=O)(=O)c2ccccc21)c1ccc(S(=O)(=O)N2CCOCC2)cc1	10	89	104	4	104	-0.3	1	0	5
Cc1nn(Cc2ccccc2)c(Cl)c1C(=O)NC(C)(C)C	1	108	96	2	100	-0.3	0	-5	-5
Cn1cccc1C(=O)OCC(=O)c1c[nH]c2ccccc12	x	89	95	3	87	x	0	2	x
CCOC(=O)/C=c1\s/c(=C\c2ccccc2OC)c(=O)n1CC(=O)N1CCOCC1	2	85	101	-7	104	x	0	-2	1
COc1cccc2c1OCC(CN1CCN(C3CCCCC3)C(CCO)C1)=C2 (centres undefined)	2	105	99	26	106	1.0	0	8	-6
Cc1ccc(C(=O)NCCN(C)C)cc1C	2	106	103	3	99	0.9	0	5	5
CN1CCCc2cc(C=O)ccc21	31*	91	106	-2	105	-6.3	0	4	30
Cc1ccc(S(=O)(=O)N2CCOCC2)cc1C(=O)Nc1ccc(S(=O)(=O)Nc2nccs2)cc1	0	103	99	17	108	u	0	-3	-8
CCOc1ccc(Cl)cc1CNc1nnnn1C	2	99	99	26	94	0.0	2	2	0
CCc1ccc(Oc2coc3cc(O)ccc3c2=O)cc1	4	104	93	5	95	-3.2	0	2	4
COc1ccc2cc(S(=O)(=O)c3ccccc3)c(=O)oc2c1	2	96	100	3	91	0.3	0	-2	-3
COc1cc(C2NC(=O)NC3=C2C(=O)OC3)cc(OC)c1OC (centres undefined)	5	102	110	0	95	0.7	0	-9	4
CN(C)/C=C1\C(=O)N(C)N=C1C(F)(F)F	-2	102	101	3	100	-2.4	1	2	-2
O=c1cc(C(F)(F)F)nc(SC/C=C/c2ccccc2)[nH]1	4	112	96	6	95	0.7	3	5	3
Cc1ccc2nc(-c3ccc(NC(=O)CN4CCN(c5ccccn5)CC4)cc3)sc2c1	1	107	100	6	94	0.7	0	3	0

More entries follow:
SMILES	Bcl-xL primary	CR mimetic SO	AGP1-GFP MLPCN	VLA-4 inh	CIT2 TOR yeast	MEX-5 binding	GRK2 aptamer HTS	GLD-1 RNA inh	MCL1-BIM inh
COc1ccc(NC(=O)Nc2nnc(Cc3ccc(OC)c(OC)c3)s2)cc1	-1	99	97	4	108	2.0	2	1	-15
Cc1nn(-c2ccccc2)c(N2CCCC2)c1/C=C1\N=C(c2ccccc2)OC1=O	-3	93	101	5	102	2.2	0	-4	-10
O=C(CCCC(=O)OCC(Cl)=C(Cl)Cl)Nc1cccc2ccccc12	6	107	95	10	93	0.2	4	1	0
COc1ccc(CCC(=O)Nc2cccc(S(=O)(=O)N(C)C)c2)cc1OC	4	102	103	1	99	2.9	0	-4	1
CC(=O)NCC(=O)OCC(=O)c1ccc(Cl)cc1	0	114	97	-3	95	-2.1	3	-7	-5
CN(C)/C=N/c1nc2ncc(-c3ccc(Cl)cc3)c(/N=C/N(C)C)n2n1	7	100	104	10	104	0.1	1	4	-2
CCN(CC)CCCNC(=O)c1cc2c(Cl)nc3ccccc3c2s1	3	95	102	0	104	-0.6	0	1	-4
CCCCN(C)CCCNC(=O)CN1C(=O)COc2ccc(S(=O)(=O)N3CCOCC3)cc21	4	111	107	-9	116	-2.2	0	-7	6
CCOC(=O)CSc1nc(C)cc2c1C(=O)OC2	9	96	102	7	88	3.0	1	-2	6
CCCc1cc(C(=O)Nc2ccc(C(=O)OC)cc2)cs1	x	97	82	4	82	0.5	0	x	x
Cc1cc(C)n2nc(Nc3ccccc3)cc2n1	1	93	101	6	107	0.0	2	0	0
N#Cc1c(NC(=O)CSCC(=O)O)sc2c1CCCC2	1	110	97	7	99	1.4	0	2	0
CCC1(c2ccccc2)NC(=O)N(CC(=O)Nc2ccc(S(=O)(=O)N3CC(C)CC(C)C3)cc2)C1=O (centres undefined)	1	85	99	3	103	1.3	1	0	2
O=C(O)COc1ccc2c3c(c(=O)oc2c1)CCCC3	7	97	101	4	97	-1.2	1	3	-1
Cn1c(N)c(C(=O)COC(=O)/C=C/c2ccc(S(=O)(=O)N3CCOCC3)cc2)c(=O)n(C)c1=O	4	98	106	0	109	2.1	0	5	6
Oc1ccc(-c2cn3ccccc3n2)cc1O	21	99	95	18	94	-28*	3	10	30
O=C1CC(NCCc2ccccc2)C(=O)N1CCc1ccccc1 (centres undefined)	3	82	x	7	x	0.8	0	1	-4
COc1ccc(C(=O)COc2ccc(F)cc2)c(O)c1	-2	109	92	5	94	-16	5	-2	2
CSc1cccc(NC(=O)C2CCCN(S(=O)(=O)c3ccc(F)cc3)C2)c1 (centres undefined)	2	106	109	2	96	1.9	1	-6	-2
COC(=O)CSc1[nH]c2cc(C)ccc2c1[N+](=O)[O-]	5	97	101	12	100	1.1	3	-4	8
O=Cc1sc(Nc2ccccc2)nc1Cl	-26	110	89	i	94	3.0	0	-42	-46
Cc1ccccc1-n1c(SCC(=O)N/N=C/c2ccccc2OCC(=O)O)nc2ccccc2c1=O	12	105	103	-17	98	-2.6	2	-1	10
CCOC(=O)c1[nH]nc2c1C(=O)N(CC)C2=O	5	104	109	-7	102	-2.5	1	0	2
O=C(NCCCN1CCOCC1)c1sc2cc(Cl)ccc2c1Cl	0	93	99	0	86	1.0	0	4	4
CCOC(=O)c1[nH]c(C)c(C(=O)OCc2ccccc2F)c1C	5	92	94	6	92	0.9	0	2	5

Additional compounds
SMILES	Bcl-xL primary	CR mimetic SO	AGP1-GFP MLPCN	VLA-4 inh	CIT2 TOR yeast	MEX-5 binding	GRK2 aptamer HTS	GLD-1 RNA inh	MCL1-BIM inh
Cc1ccc(N2NC(=O)/C(=C/c3ccc(-c4ccc(Cl)c(C(=O)O)c4)o3)C2=O)cc1C	8	105	99	-34	95	-3.3	0	-1	7
Cc1ccc(S(=O)(=O)N2CCCC(c3nc4c(nnn4Cc4ccc5c(c4)OCCO5)c(=O)[nH]3)C2)cc1 (centres undefined)	3	94	104	-8	103	3.1	2	4	-5
Cc1ccccc1NCC(=O)N/N=C/c1ccc([N+](=O)[O-])cc1	2	103	108	6	97	0.8	0	2	1
C/C=C(/C)C(=O)OC1CC(C)(C)C[C@H]2C3=CC[C@@H]4[C@@]5(C)CCC(O[C@@H]6O[C@@H](C(=O)O)[C@@H](O)C(O[C@@H]7OC[C@H](O)[C@@H](O)[C@@H]7O[C@@H]7OC(CO)C(O)[C@@H](O)[C@@H]7O)C6O[C@@H]6OC(CO)C(O)C(O)C6O)[C@@](C)(CO)[C@@H]5CC[C@]4(C)[C@]3(C)CC(O)[C@@]12CO (some centres undefined)	x	102	113	-82	112	x	3	8	x
O=C(CSc1nnc(COc2ccccc2)o1)NCCc1ccccc1	5	80	101	-3	104	2.0	1	3	5
CC1(C)C(=O)OC(c2cccc([N+](=O)[O-])c2)C2(CCCCC2)C1=O (centres undefined)	6	93	98	25	94	-0.8	0	3	-1
O=C(CSc1nc(=O)n2ccccc2n1)NCc1ccc(F)cc1	-2	113	104	-25	90	-1.2	0	-1	1
Brc1ccc(N/N=C(/N=Nc2nn[nH]n2)c2ccccc2)cc1	6	137	85	-7	90	-17	0	16	0
CCn1ccc2c(OCC(=O)NCCc3ccc(OC)c(OC)c3)cccc2c1=O	10	100	112	2	90	-2.5	0	-1	0
Cc1ccc(-c2ccc(=O)n(CCC(=O)N3CCN(Cc4ccccc4)CC3)n2)cc1	-3	105	108	8	105	-0.1	0	-5	-8
CCC(=O)NC(=S)Nc1ccc(NC(=O)c2ccc(C)c([N+](=O)[O-])c2)cc1	2	110	94	14	94	4.9	3	5	7
CCOc1ccccc1NC(=O)CSc1nc2cccnc2n1C	7	127	103	6	101	2.6	0	6	6
O=C(Nc1cc(Br)ccc1O)c1cc(-c2cccs2)on1	-3	108	99	-16	98	-3.1	0	-5	-4
COC(=O)c1cc2cc(NS(=O)(=O)c3ccc(C)cc3)ccc2s1	3	90	104	-1	103	-3.1	0	7	3
O=C1CN(C(=O)COC(=O)c2ccc(Cl)c(S(=O)(=O)N3CCCCC3)c2)c2ccccc2N1	x	92	92	4	103	x	7	-3	x
CC(C)(C)NCCOc1ccc(Br)cc1	4	116	95	13	96	1.0	1	6	7
O=C(NCCN1C(=O)C2C3C=CC(C3)C2C1=O)Nc1ccccn1 (centres undefined)	1	94	102	17	100	-1.9	2	-2	2
COc1ccc(CCNC(=O)C(C)Sc2ccc(C)cc2)cc1OC (centres undefined)	-1	99	99	20	99	1.3	0	9	-3
Cc1ccc(S(=O)(=O)N2CCN(C(=O)C(C)Cn3nc(C)c(C)c3C)CC2)cc1 (centres undefined)	3	99	110	1	100	-3.6	2	3	6
O=C(CN1CCC(n2nnc3cc(F)ccc32)CC1)Nc1ccc2c(c1)CCC2	2	84	94	26	103	x	0	0	-4
N#Cc1ccc(NC(=O)COC(=O)C2Cc3ccccc3CN2C(=O)c2ccccc2)cc1 (centres undefined)	2	94	105	10	108	0.0	0	4	4
O=C(Nc1ccnc(-c2ccncc2)n1)c1cccs1	3	93	87	11	91	0.2	2	5	0
Cc1sc2c(c1C)CN(CCN1CCOCC1)CN2C(=O)c1ccccc1	5	90	100	-7	104	2.6	0	2	7
Fc1ccc(CNC(=S)NC2CCCCCC2)cc1	15	99	85	-7	75	-2.5	0	-1	9
O=C(CSc1nnc(NC(=O)c2cc(Br)ccc2Cl)s1)NCC1CCCO1 (centres undefined)	2	103	98[may fluoresce green]	-2	98[may fluoresce green]	-0.1	0	1	6
COc1cc(SC)ccc1C(=O)NCCCOC(C)C	7	101	98	-4	107	-1.4	0	-3	1
CC(C)CNC(=O)CC(=O)N/N=C/c1ccc(F)cc1	1	108	102	18	100	-0.7	0	4	-7
CC(C)Sc1cc(Cl)nc(NC(=O)Nc2ccccc2)n1	-2	105	94	25	106	-2.6	0	-6	-16

Source: PubChem BioAssay
